MLL CXXC-DNA inh: qHTS Fluorescence Polarization Assay for Inhibitors of MLL CXXC domain - DNA interaction; Histone-lysine N-methyltransferase 2A (Homo sapiens), Q03164; MLL-CXXC / FITC-HOXA9 DNA fluorescence polarization; Potency, µM (titrated, usually from 115 µM), for inactives: at the highest dose activity change, negative = inhibition, actives largely listed as inhibitors; 0.037% of 290,000 active; active = well fitted inhibition curve with a large enough effect in the polarisation, with a control signal flat, not every such curve was filed as active; inconclusive = small, poorly fitted or top-dose-only effect, or effect the other way, or a change in a side signal; inactive = no such curve, though single readings can be large or run the other way; the % refers to the polarisation; also: potency is read from the fitted curve at half-maximal effect
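Steps: dispense CXXC domain solution (7 uM) → pin compounds or unlabeled HOX-A9 DNA control → 5 min ambient → add FLSN-HOX-A9 solution (50 nM) → spin → 30 min ambient → fluorescence polarization. Tris pH 7.5/NaCl/DTT/BSA buffer.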
TSHR antagonist: Antagonists of the Thyroid Stimulating Hormone Receptor: HTS campaign. TSHR-expressing cells, TSH-stimulated cAMP HTRF, 2 h; stronger effect = lower value. activity change, negative = inhibition, % at 11.5 µM. 0.2% of 330,000 active. AID 504810, 2011;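 active = activity change below a set negative limit, meaning inhibition stronger than a set level, cut at about -70% in these data; inconclusive = activity change between two set negative limits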; also: % is scaled to controls: 0 for no effect and ±100 for the full control effect
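Inhibition of cAMP made by TSHR-expressing cells under TSH stimulation (4nM final, EC80; 2 h, 37 deg C) is quantified with a one-step lysis HTRF kit, anti-cAMP cryptate versus cAMP-d2.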
A-T KAP1 phos: qHTS Assay for Identifying a Potential Treatment of Ataxia-Telangiectasia; […] A-T fibroblasts, KAP-1 phosphorylation AlphaLISA; neocarzinostatin DNA damage 30 min before lysis; Potency, µM (series often up to 57.5 µM), for inactives: at the top dose activation, most hits filed as activators; 0.19% of 320,000 active; AID 485349, 2010; also: potency is read from the fitted curve at half-maximal effect; % of control where 0% means no effect; nearly all actives have a fitted effect of over 45% in size
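hTERT-immortalized A-T patient fibroblasts ([…]), 500 cells/well in OPTI-MEM, 1% FBS, got compounds for 60 min, then NCS for 30 min at 37C. Lysates were then assayed for phospho-KAP-1 by AlphaLISA (anti-pKAP1 donor, anti-KAP1 acceptor beads), 6 hr at 25C.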
TCR act: Activators of T cell receptors: qHTS campaign; primary human leukocytes, anti-CD3, IL-2 HTRF, 48 h; Potency, µM (doses to about 9.22 µM), inactives show at the highest dose activation of IL-2 secretion, hits mostly activators; 330,000 tested, under 10 active; AID 504894, 2011; also: % of control where 0% means no effect
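Primary human leukocytes receive a-CD3 beads and test compound and are incubated 48 hr. Secreted IL-2 is then assayed by HTRF, measuring 665nm acceptor emission after 320nm excitation of the europium donor.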
Tb PFK inh: qHTS Assay to Find Inhibitors of T. brucei phosphofructokinase; 0.17% of 330,000 active; Potency, µM (series often up to 57.5 µM), for the others: top-dose activity, negative = inhibition, actives largely listed as inhibitors; ATP-dependent 6-phosphofructokinase (Trypanosoma brucei brucei), O15648; T. brucei PFK, ADP-Glo luminescence; AID 485367, 2010;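 also: potency is read from the fitted curve at half-maximal effect; 0% = uninhibited 1x PFK enzyme wells and -100% = no-enzyme wells; nearly all actives have a fitted effect of over 60% in size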
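PFK 1.25 nM, F6P 0.5 mM, ATP 0.1 mM, 0.1 M TEA pH 8.0, 5 mM MgCl2, 0.01% Tween20, 0.1% BSA; 45 min RT. ADP-Glo readout. qHTS titration up to 57 uM; curves fitted, compounds curve-classed.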
Giardia kill: Small Molecules that selectively kill Giardia lamblia: qHTS; activity change, % at 7.66 µM, hits read low; 0.15% of 340,000 active; Giardia lamblia trophozoite viability; in the data active = activity change below about -80%; inconclusive = between about -30% and that limit;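 also: parasites exposed to compound for two days anaerobically before the ATP read; % is scaled to controls: 0 for no effect and ±100 for the full control effect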
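Media and compound were dispensed first, then trophozoites at 100 cells/well; plates sat 48 hrs at 37 deg C without oxygen before ATP luminescence reagent was added and read after 15-30 min at room temperature.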
Coupling enz: qHTS Assay for Inhibitors of Fructose-1,6-bisphosphate Aldolase from Giardia Lamblia: Coupling assay counterscreen; coupling enzyme system counterscreen, AmpLite Red fluorescence; activity change, negative = inhibition, % at 58.2 µM, hits read low; 0.67% of 290,000 active; AID 2472, 2010; in the data active = activity change below about -30%; also: % is scaled to controls: 0 for no effect and ±100 for the full control effect
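Final compound at 57.5 uM, incubated 10 min at RT with coupling enzyme reagent (glyceraldehyde-3-phosphate), then 20 min with substrate and AmpLite Red detection. Fluorescence read at 525/598 nm; tests interference with the coupling assay, not aldolase inhibition.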
GALK inhibitor: qHTS Assay for Inhibitors of Human Galactokinase (GALK) | P51570 | 0.007% of 270,000 active | Purified GALK, Kinase-Glo residual ATP luminescence | AID 1868, 2009 | Potency, µM (highest dose often 57.5 µM), inactives show top-dose activity change, negative = inhibition, hits mostly inhibitors; also: potency is read from the fitted curve at half-maximal effect; % is scaled to controls: 0 for no effect and ±100 for the full control effect
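GALK at 5 nM final was combined with compound, 35 uM ATP and 100 uM galactose in HEPES pH8.0 with MgCl2 and DTT. The reaction ran one hour at room temperature before luminescent ATP detection.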
Chronic BCR inh: qHTS Assay to Find Inhibitors of Chronic Active B-Cell Receptor Signaling; AID 493014, 2011; ABC-DLBCL IkBa-CBG/CBR reporter, luminescence ratio, 4 h; Potency, µM (series often up to 46.1 µM), inactives show at the top dose ratio change, negative = lower green/red ratio, most hits filed as inhibitors; 0.05% of 340,000 active; active = well fitted inhibition curve with a large enough effect in the signal ratio, with a control signal flat, not every such curve was filed as active; inconclusive = small, poorly fitted or top-dose-only effect, or effect the other way, or a change in a side signal; the % refers to the signal ratio;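 also: potency is read from the fitted curve at half-maximal effect; plate controls were basal doxycycline-induced cells for no effect and cells given 10 µM MG132 for full effect; MG132 reads +100%, hits lower the ratio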
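TMD8 human ABC-DLBCL cells with doxycycline-inducible IκBα–green luciferase fusion and unfused red luciferase, in 0.5% FBS medium; compounds up to 46 uM, 4 h at 37C. Green/red luminescence ratio, filter-overlap corrected, fitted to concentration-response curves.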
KCNH2 WT inh: qHTS for Inhibitors of KCHN2 3.1: Wildtype qHTS. Voltage-gated inwardly rectifying potassium channel KCNH2 (Homo sapiens), Q12809. U2OS, BacMam KCNH2, thallium flux FluxOr; stronger effect = lower value. activity change, % at 1.84 µM. 0.37% of 340,000 active;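 active = maximum activity change below -70%; inconclusive = maximum activity change between -70% and -50%; inactive = maximum activity change above -50%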; also: % is scaled to controls: 0 for no effect and ±100 for the full control effect
Target sequence (Q12809 whole entry, looked up): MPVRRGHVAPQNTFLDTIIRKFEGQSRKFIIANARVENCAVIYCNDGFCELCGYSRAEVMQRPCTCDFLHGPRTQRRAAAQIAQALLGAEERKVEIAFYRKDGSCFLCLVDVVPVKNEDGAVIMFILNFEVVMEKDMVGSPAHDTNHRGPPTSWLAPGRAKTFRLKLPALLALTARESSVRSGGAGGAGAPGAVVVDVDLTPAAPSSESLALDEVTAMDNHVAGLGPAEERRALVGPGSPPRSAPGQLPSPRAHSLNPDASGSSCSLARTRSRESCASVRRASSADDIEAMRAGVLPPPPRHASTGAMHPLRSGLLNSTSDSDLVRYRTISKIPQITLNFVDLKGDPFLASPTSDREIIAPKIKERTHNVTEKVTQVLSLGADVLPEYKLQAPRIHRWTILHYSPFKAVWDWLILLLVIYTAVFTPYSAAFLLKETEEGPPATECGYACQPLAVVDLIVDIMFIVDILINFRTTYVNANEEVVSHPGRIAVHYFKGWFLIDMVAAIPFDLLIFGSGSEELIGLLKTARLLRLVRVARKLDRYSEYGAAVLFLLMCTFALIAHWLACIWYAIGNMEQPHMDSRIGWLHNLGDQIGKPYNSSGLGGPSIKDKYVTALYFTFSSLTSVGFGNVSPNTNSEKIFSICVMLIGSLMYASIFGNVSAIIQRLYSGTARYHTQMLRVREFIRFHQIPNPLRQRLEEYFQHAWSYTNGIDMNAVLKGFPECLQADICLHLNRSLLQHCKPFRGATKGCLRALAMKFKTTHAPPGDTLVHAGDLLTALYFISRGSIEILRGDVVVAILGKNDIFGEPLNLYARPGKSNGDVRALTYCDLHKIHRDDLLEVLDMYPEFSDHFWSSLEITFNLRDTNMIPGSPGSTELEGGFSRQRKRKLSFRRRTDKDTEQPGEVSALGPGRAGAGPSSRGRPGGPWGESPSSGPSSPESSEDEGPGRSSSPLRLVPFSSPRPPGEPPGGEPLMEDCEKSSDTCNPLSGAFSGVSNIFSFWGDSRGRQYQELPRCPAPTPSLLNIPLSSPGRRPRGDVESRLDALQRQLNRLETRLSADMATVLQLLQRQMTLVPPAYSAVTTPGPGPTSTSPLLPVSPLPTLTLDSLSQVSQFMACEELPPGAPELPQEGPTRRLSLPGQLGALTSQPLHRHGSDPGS
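U2OS cells were transduced with wild-type KCNH2 virus (2.03 x 10^8 / mL) for 4 h at room temperature, then cultured overnight at 37 C. Thallium flux was read with FluxOr dye. Rate constants were normalized to DMSO controls.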
Starred values were filed as active, the others as inactive; u = inconclusive; x = no result given; & = joins results of further samples; [ ] = another dose, or the depositor's remark. Unless noted, calls follow the shape of the dose curve; as a rule, active = well fitted curve in the direction sought with a large enough effect; inconclusive = small, poorly fitted or top-dose-only effect, or another doubt; inactive = no such curve, though single readings can be large; an effect the other way counts as inactive or inconclusive.

Molecule	MLL CXXC-DNA inh	TSHR antagonist	A-T KAP1 phos	TCR act	Tb PFK inh	Giardia kill	Coupling enz	GALK inhibitor	Chronic BCR inh	KCNH2 WT inh
CCOC(=O)/C=C1\NC(C)(C)Cc2cc(OC)c(O)cc21	-7%	20	1%	0%	0%	0	-3	-1%	-24%	-1
COc1cccc(CC2(CO)CCN(C(=O)NCCc3ccccc3)CC2)c1	-2%	-15	3%	-4%	-10%	7	-1	-2%	-1%	-2
COCCn1cnnc1SCC(=O)Nc1ccc(N2CCCCC2)cc1	x	-2	2%	2%	2%	4	x	x	3%	-7
Cc1ccc(C)c(CN2C(=O)C3CCCN3c3ccc(C#N)cc32)c1 (stereo not drawn)	22%	-20	16%	0%	-1%	0	3	-3%	-7%	-5
COc1ccc(NC(=O)Nc2ccccc2C(=O)N2CCCC2)cc1	-1%	4	1%	2%	0%	-3	1	-1%	u	4
O=C(c1cc(Cl)ccc1[N+](=O)[O-])n1cnc2ccccc21	12%	0	-5%	-1%[46.1 µM]	0%	1	1	-2%	1%	2
O=C(NCCCN1CCOCC1)C1CCC(=O)N1C1CCCCC1 (stereo not drawn)	0%	2	x	5%	6%	21	4	1%	-15%	-5
Cc1nc(SCC(=O)N(CC(C)C)C2CCS(=O)(=O)C2)c2ccccc2n1 (stereo not drawn)	x	x	22%	5%	-1%	5	x	x	u	3
CCCCn1c(N)c(N(CC)C(=O)c2cccc(F)c2)c(=O)[nH]c1=O	-3%	12	2%	-3%	-7%	16	-1	6%	-11%	1
CCOC(=O)C1(C)C=C(Nc2ccc(C)cc2)C(=O)N1c1ccc(C)cc1 (stereo not drawn)	7%	3	-2%	-26%	1%	7	4	0%	6%	1
COc1ccccc1Nc1nnc(SCC(=O)c2cc(C)n(CC3CCCO3)c2C)s1 (stereo not drawn)	7%	4	-6%	-3%	5%	20	0	0%	u	-2
CN(C)c1ccc(CN2CCCC(O)C2)cc1 (stereo not drawn)	3%	9	-1%	-2%	-6%	-2	0	3%	0%	-22
Cc1onc(-c2c(Cl)cccc2Cl)c1C(=O)N1CCSCC1	-11%	-9	-1%	10%	6%	5	3	0%	u	7
CC(=O)c1ccc(NC(=S)Nc2ccn(Cc3ccc(Br)cc3)n2)cc1	24%	1	-2%	-3%	-12%	20	2	2%	1%	-4
CCOc1ccc(N(CC(=O)N/N=C/c2ccccn2)S(=O)(=O)c2ccc(Cl)cc2)cc1	-3%	9	-1%	1%	23%	-16	x	-8%	2%	-4
CCCC(=O)Nc1nc(-c2ccccc2)ns1	-4%	25	-3%	1%[46.1 µM]	-1%	-25	0	x	u	-1
Cc1nc2ncnn2c(C)c1CCC(=O)NCCCN1CCN(c2cccc(Cl)c2)CC1	13%	-6	-5%	3%	-17%	-11	2	-3%	-1%	-11
COc1ccc(N(CC(=O)N2CCN(c3ccccc3F)CC2)S(=O)(=O)c2ccc(C)cc2)cc1	0%	-4	-1%	-4%	2%	3	0	4%	7%	55
Cc1cc(C2=NNC(=Nc3ccccc3)SC2)c(C)n1C	2%	-12	-4%	1%	-12%	10	-1	-2%	u	27
COc1ccc(/C=N/Nc2cc(C)nc(N3CCOCC3)n2)c(OC)c1	1%	-14	-8%	-1%	4%	-18	-1	1%	u	0
CCc1cccc(CC)c1N(COC)C(=O)Cn1c(C(C)O)nc2ccccc21 (stereo not drawn)	2%	-5	13%	0%	1%	7	-21	-2%	u	4
FC(F)Oc1ccccc1NC(=S)Nc1cccc(Cl)c1Cl	6%	5	7%	0%[46.1 µM]	-20%	-6	-2	0%	7%	18
Cc1cc(C)nc(SCc2cn3c(C)cc(C)nc3n2)n1	-11%	3	7%	-6%	0%	35[activator]	4	5%	u	-5
FC(F)(F)c1cc(-c2ccccc2)nc2ncnn12	7%	10	1%	2%[46.1 µM]	-1%	4	0	0%	u	0
O=c1cc(CN2CCN(S(=O)(=O)c3ccccc3)CC2)nc2sccn12	-5%	-1	1%	6%	0%	1	2	-1%	-2%	-9
Cc1cccc(N2CCN(Cc3ccoc3)CC2)c1C	-5%	2	x	0%	-2%	12	4	4%	6%	27
Nc1nc2ccccc2n1C(=O)c1cccs1	1%	-3	-3%	x	-18%	-25	0	0%	u	-5
Cc1ccc(NS(=O)(=O)c2ccc(OCC(=O)NCc3cccnc3)cc2)cc1	-4%	0	-12%	2%	-2%	-23	1	x	u	-3
Cc1c(N=C2NN=C(c3c[nH]c4ccccc34)CS2)c(=O)n(-c2ccccc2)n1C	4%	-1	1%	2%	2%	-1	0	x	u	7
CC(Oc1ccc(Cl)cc1Cl)C(=O)Nc1cccnc1 (stereo not drawn)	10%	u	x	-3%[46.1 µM]	3%	-8	-1	0%	8%	1
Cc1ccc(CNC(=O)C2CC(c3cc(C(F)(F)F)cc(C(F)(F)F)c3)=NO2)o1 (stereo not drawn)	3%	-12	-10%	-4%	-12%	0	1	3%	u	1
CCOCCc1nnc(NC(=O)Cc2c(F)cccc2Cl)s1	16%	-6	0%	-1%	1%	4	0	1%	-1%	2
CCN(CC)S(=O)(=O)c1cc(NC(=O)CSc2nc3c(cc2C#N)C(=O)CC(C)(C)C3)ccc1C	-4%	-15	9%	0%[46.1 µM]	10%	-4	-5	-3%	-3%	12
CN1C(=O)C2(Oc3ccccc3C3CC(c4ccccc4)=NN32)c2ccccc21 (stereo not drawn)	-1%	0	3%	14%	0%	4	-7	-3%	-3%	-3
CCSc1nc2n(n1)C(c1cccc(F)c1)C1=C(CCCC1=O)N2 (stereo not drawn)	-2%	-4	4%	-3%	0%	2	-2	4%	0%	27
N#Cc1c(Nc2ccccc2)sc(C(=O)c2ccccc2)c1N	12%	1	-14%	2%	8%	-3	3	0%	-12%	-13
CC(C(=O)N(C)C)N1c2cccc3cccc(c23)S1(=O)=O (stereo not drawn)	-10%	1	-16%	0%	-1%	10	-5	3%	-5%	-4
Cc1cc[n+](C(C)C(=O)c2ccc(Cl)cc2)cc1 (stereo not drawn)	-1%	-1	-5%	x	3%	24	1	3%	-1%	-6
C/C(Cl)=C\Cn1c(O)c(N=NC(N)=S)c2ccccc21	14%	-3	3%	-3%	-8%	0	2	3%	u	-8
CCCCn1c(N)c(N(CCC(C)C)C(=O)c2ccc(-c3ccc([N+](=O)[O-])cc3)o2)c(=O)[nH]c1=O	x	-5	u	5%	0%	7	x	x	2%	-5
Cn1cc(CNCc2ccc(-n3cccn3)cc2)c(-c2ccccc2F)n1	4%	-3	-3%	-9%	6%	20	1	1%	-7%	13
COc1cc(-c2nnc(-c3cccs3)o2)cc(OC)c1OC	-3%	-19	-4%	7%	-6%	3	-4	3%	u	4
CN1C(C(=O)Nc2ccccn2)=C(O)c2ccccc2S1(=O)=O	1%	-16&8&41	-17%	0%	0%&0%	-8	-7&-8&-1&-7&-2	-1%&0%	u	1
CCCCCCc1nc(C(N)=O)c2[nH]c(=O)n(-c3ccccc3F)c2n1	4%	-6	4%	0%	0%	-24	-2	2%	u	0
CCOC(=O)N1CCC(N2Cc3cccc(C(=O)Nc4ccc(S(=O)(=O)N(CC)CC)cc4)c3C2=O)CC1	2%	-12	-2%	1%	-11%	31[activator]	-2	5%	2%	0
N#Cc1ccccc1NC(=O)C(=O)NCC1CCCN1S(=O)(=O)c1cccs1 (stereo not drawn)	x	2	1%	0%	-8%	1	x	x	6%	-9
Cc1cc(NC(=O)COC(=O)[C@H](Cc2c[nH]c3ccccc23)NC(=O)c2ccc(F)cc2)no1	7%	-6	-9%	-5%	9%	-12	-5	-2%	4%	-3
COc1cc(-n2c(=O)c3ccccc3n(Cc3cc(=O)n4ccccc4n3)c2=O)cc(OC)c1OC	6%	-3	0%	-2%[46.1 µM]	0%	-8	3	1%	0%	-6
